# ALOX15B inhib = 15-hLO-2 (ALOX15B) enzyme inhibition | 0.56% of 110,000 active | purified 15hLO-2, xylenol orange hydroperoxide absorbance | Potency, µM (titrated, usually from 57.1 µM), inactives show at the top dose activity change, negative = inhibition, usual class: inhibitors | AID 881 | O15296; note: potency is the fitted concentration of half-maximal effect; nearly all actives have a fitted effect of over 60% in size; many of its hits are not listed in these tables
# Target sequence (O15296 whole entry, looked up): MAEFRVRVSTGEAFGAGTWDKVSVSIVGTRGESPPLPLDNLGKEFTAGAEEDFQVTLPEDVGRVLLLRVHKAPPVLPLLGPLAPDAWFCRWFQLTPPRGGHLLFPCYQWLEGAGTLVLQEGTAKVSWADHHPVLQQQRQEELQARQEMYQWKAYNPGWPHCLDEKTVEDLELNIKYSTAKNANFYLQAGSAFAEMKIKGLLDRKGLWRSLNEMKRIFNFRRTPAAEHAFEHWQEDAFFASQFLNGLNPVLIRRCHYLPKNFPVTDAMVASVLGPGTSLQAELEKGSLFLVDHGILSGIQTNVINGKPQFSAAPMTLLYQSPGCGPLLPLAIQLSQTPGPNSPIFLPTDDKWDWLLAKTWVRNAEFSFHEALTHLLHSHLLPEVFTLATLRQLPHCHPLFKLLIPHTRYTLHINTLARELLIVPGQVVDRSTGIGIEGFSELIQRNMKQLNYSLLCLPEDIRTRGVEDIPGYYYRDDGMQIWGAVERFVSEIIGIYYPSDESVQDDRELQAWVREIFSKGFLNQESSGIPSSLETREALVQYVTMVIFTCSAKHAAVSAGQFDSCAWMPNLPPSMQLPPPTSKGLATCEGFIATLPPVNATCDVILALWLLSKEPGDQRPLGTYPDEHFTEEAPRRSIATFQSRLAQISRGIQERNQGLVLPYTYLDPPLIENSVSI
#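 Purified human 15hLO-2 (50 nM final) preincubated with compounds 15 min at room temperature in 25 mM Hepes pH 7.5, 0.01% Triton X-100, then 45 uM arachidonic acid added for 90 min; hydroperoxide detected via ferrous/xylenol orange, 573/405 nm absorbance ratio.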
# PNC inhibitor = inhibitors of perinucleolar compartment assembly | PC3M PTB-GFP, PNC prevalence imaging, 16 h; stronger effect = lower value | activity change (PNC), negative = inhibition, % at 10 µM | 3.1% of 140,000 active;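 active = readout at or below -70, meaning at least 70% loss of cells showing the perinucleolar compartment, a nuclear body marking cancer cells; inconclusive = readout between -30 and a set limit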;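 note: plate controls were DMSO wells for no effect and camptothecin positive control wells for full effect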
#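 Read-out is percentage of cells bearing a perinucleolar compartment, from automated 20x imaging of fixed, Hoechst-stained PC3M PTB-GFP cells. Cells were seeded 4 h, then exposed 16 h to compound (23 nl of library stock) in duplicate plates.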
# 12-hLO inh = blocks human 12-lipoxygenase activity | Potency, µM (series often up to 57.1 µM), for inactives: top-dose activity change, negative = inhibition, most hits filed as inhibitors | purified 12-hLO, xylenol orange hydroperoxide absorbance | P18054 | 0.12% of 150,000 active; note: potency is the fitted concentration of half-maximal effect; nearly all actives have a fitted effect of over 55% in size; many of its hits are not listed in these tables
#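 Hydroperoxide formation by human 12-lipoxygenase from 40 uM arachidonic acid was followed colorimetrically via ferric-xylenol orange complex, using the 573/405 nm absorbance ratio. Enzyme concentration was 150 nM, with 30 min reaction at room temperature.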
# IMPase cell inh = IMPase inhibition in cells; 120,000 tested, under 10 active; P97697; CHO-M1 cells, IP1 accumulation, HTRF TR-FRET ratio; inhibition (IP1 accumulation), % at 46.1 µM; active = well fitted curve in the direction sought with a large enough effect in the signal ratio, not every such curve was filed as active; inconclusive = small, poorly fitted or top-dose-only effect, or a change in a side signal; inactive = no such curve, though single readings can be large or run the other way; the % refers to the signal ratio;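 note: cells stimulated with carbachol in lithium chloride buffer; plate controls were DMSO basal wells for no effect and reference inhibitor wells for full effect; higher means more IMPase inhibition seen as more IP1 and lower FRET ratio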
# Target sequence (P97697 whole entry, looked up): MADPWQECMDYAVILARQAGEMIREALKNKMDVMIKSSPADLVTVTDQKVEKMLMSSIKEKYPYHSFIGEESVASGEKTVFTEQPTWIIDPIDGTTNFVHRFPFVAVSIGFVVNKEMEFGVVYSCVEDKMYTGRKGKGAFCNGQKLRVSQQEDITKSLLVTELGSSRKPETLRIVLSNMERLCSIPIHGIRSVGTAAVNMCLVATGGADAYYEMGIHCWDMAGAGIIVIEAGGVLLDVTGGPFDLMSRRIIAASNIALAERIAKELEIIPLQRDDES
#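 Seeded CHO-M1 cells were dosed with compound at up to 46 uM, stimulated with carbachol for 30 min, then lysed in IP-One detection reagents. Higher IP1 lowers the TR-FRET signal.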
# * = called active by the depositor; u = inconclusive; x = no result given; & = joins results of further samples; [ ] = dose if it differs, or a comment. Unless noted, calls come from the whole dose curve; as a rule, active = well fitted curve in the direction sought with a large enough effect; inconclusive = small, poorly fitted or top-dose-only effect, or another doubt; inactive = no such curve, though single readings can be large; an effect the other way counts as inactive or inconclusive. Unless noted, % is set by controls: 0 for no effect and ±100 for the full control effect. Some of the compounds tested, so the mix of outcomes need not match the whole.
SMILES	ALOX15B inhib	PNC inhibitor	12-hLO inh	IMPase cell inh
N#C/C(=C\c1ccc(-c2ccc([N+](=O)[O-])cc2Br)o1)C(=O)N1CCN(c2ccccc2)CC1	x	u	-2.8%	-6.5
COc1ccc(N=C2S/C(=C\c3ccco3)C(=O)N2CC(C)C)cc1	-14.6%	-18.5	-3.4%	-5.6
CCCCN(C)C(=O)c1oc2ccc(S(=O)(=O)N3CCCCCC3)cc2c1C	-3.6%	-6.6	-6.5%	9.8
CCc1nnc(NC(=O)C2Cc3ccccc3CN2S(=O)(=O)c2ccc(C)cc2)s1 (centres undefined)	-24.8%	45.2	-4.5%	-2.4
Cc1cc(Cl)ccc1OCC(=O)OCC(=O)Nc1ccc(F)c([N+](=O)[O-])c1	x	u	-6.5%	x
O=[N+]([O-])c1cc(S(=O)(=O)N2CCCC2)ccc1N/N=C/c1cccnc1	x	70.2	0.6%	x
CCCN(CC1CC1)C(=O)CSc1nnc(-c2cc(-c3cccs3)nc3ccccc23)o1	0.3%	28.3	2.8%	5.1
COC(=O)c1ccccc1NC(=O)C1CCC(=O)N1S(=O)(=O)c1ccc(C)cc1 (centres undefined)	-3.1%	33.8	0.5%	1.7
c1ccc(C[C@@H](Nc2cccnc2)c2ccccc2)cc1	20.6%[11.4 µM]	x	-2.0%[11.4 µM]	x
CCn1c(COc2ccccc2C)nc2ccccc21	x	18.5	2.2%	-1.5[0.369 µM]
O=C(Nc1ccc2c(c1)OCCO2)c1cc2sccc2n1Cc1ccc(F)cc1	30.8%[activator]	-29.9	-13.8%	14.3
O=C(CSc1nnc(NC(=O)c2ccc(S(=O)(=O)N3CCOCC3)cc2)s1)Nc1ccccc1C(F)(F)F	x	43.1	-0.6%	x
Cc1nn(-c2ccccc2)c(N2CCCC2)c1/C=N/NC(=S)Nc1ccccc1C(F)(F)F	x	9.8	u	x
COc1ccc(/C=C(/C#N)C(=O)Nc2cccnc2)cc1OC	x	-10.3	-2.0%	x
O=C(NC(=S)N1CCN(c2ccc(Cl)cc2[N+](=O)[O-])CC1)c1ccco1	x	-81.4*	-23.4%	x
O=C1c2ccccc2-c2nc3ccccc3nc21	-17.7%	u	-3.6%	4.0
CCc1ccccc1NC(=O)CSc1nc2n[nH]c(C)c2c(=N)n1-c1cccc(OC)c1	x	-20.5	-7.7%	4.7
N/C(=N\OS(=O)(=O)c1ccccc1)c1cccnc1	x	u	-0.6%	x
Cc1cccc(NC(=S)NCc2ccc3[nH]c4c(c3c2)CCCC4)c1	x	6.5	u	x
O=[N+]([O-])c1ccc2c(c1)C(N1CCOCC1)/C(=C/COc1ccc(F)cc1)O2 (centres undefined)	5.0%	4.7	-1.9%	4.1

# Single records, as listed above. Order of values: ALOX15B inhib, PNC inhibitor, 12-hLO inh, IMPase cell inh
# O=C(NC(=S)N1CCN(c2ccc(Cl)cc2[N+](=O)[O-])CC1)c1ccco1 is entered as x, -81.4*, -23.4%, x
# COc1ccc(N=C2S/C(=C\c3ccco3)C(=O)N2CC(C)C)cc1 is entered as -14.6%, -18.5, -3.4%, -5.6
# COC(=O)c1ccccc1NC(=O)C1CCC(=O)N1S(=O)(=O)c1ccc(C)cc1 (centres undefined) is entered as -3.1%, 33.8, 0.5%, 1.7
# O=C(CSc1nnc(NC(=O)c2ccc(S(=O)(=O)N3CCOCC3)cc2)s1)Nc1ccccc1C(F)(F)F is entered as x, 43.1, -0.6%, x
# Cc1nn(-c2ccccc2)c(N2CCCC2)c1/C=N/NC(=S)Nc1ccccc1C(F)(F)F is entered as x, 9.8, u, x

# The list continues:
SMILES	ALOX15B inhib	PNC inhibitor	12-hLO inh	IMPase cell inh
Cn1c(-c2nonc2NC(=O)c2ccc(C(C)(C)C)cc2)nc2ccccc21	4.0%	3.1	2.3%	-3.9
O=C(NCc1ccc(F)cc1)c1c2c(nc3ccccc13)CCN(Cc1ccccc1)C2	x	46.1	-3.4%	1.0
CC1(C)Cc2ccccc2C(N/N=C/c2cccc(F)c2)=N1	-18.9%	49.4	1.6%	0.2
CCCn1c(=O)c(C(=O)NNS(=O)(=O)c2ccc(C)cc2)c(O)c2ccccc21	x	30.2	-20.7%	x
C=CCn1c(-c2csc3ccccc23)n[nH]c1=S	-11.8%	9.5	-6.7%	5.2
CCOC(=O)c1cnc2sc3c(n2c1=O)CCCC3	-4.5%	u	-6.2%	-1.2
O=C(CCc1ccccc1)Nc1nncs1	-5.7%	1.2	2.2%	-2.1
CCCn1c(NCc2ccco2)nc2ccccc21	-1.0%	-5.0	-2.5%	5.2
O=C(COC(=O)CNC(=O)c1cccc([N+](=O)[O-])c1)Nc1nc2ccccc2s1	x	-11.7	-0.5%	x
COc1ccc(C(=O)CSc2nnc(C(CO)NC(=O)c3ccc(OC)cc3)n2C)cc1 (centres undefined)	4.4%	6.5	-6.5%	-4.5
CCOC(=O)c1c(-c2ccccc2)csc1NC(=O)CSc1nc(N)cc(N)n1	x	-7.9	-2.1%	x
CC(C)NC(=S)N1CCN(C(c2ccccc2)c2ccccc2)CC1	x	12.0	2.0%	-9.8
CCOCc1cc(C2NC(=O)NC(C)=C2C(=O)OCC)ccc1OC (centres undefined)	-2.0%	-14.8	1.6%	6.1
CCOc1ccc(N2CC(C(=O)NCCc3ccc(OC)c(OC)c3)CC2=O)cc1 (centres undefined)	x	6.0	0.9%	x
O=C(CCc1ccccc1)Nc1nc2n(n1)C(c1ccc(Cl)cc1)CC(=O)N2 (centres undefined)	0.9%	18.9	-7.3%	6.2
COc1ccc(S(=O)(=O)Nc2ccc3c(c2)OCO3)cc1	-12.1%	-12.6	-6.9%	2.8
COc1ccc(-c2nn(C)c(=O)c3ccccc23)cc1NC(=O)Cn1nc(-c2ccccc2)c2ccccc2c1=O	-28.4%	-23.7	4.9%	4.1
Cn1ncc([N+](=O)[O-])c1C(=O)Nc1ccc(-c2nc3ccccc3[nH]2)cc1	6.8%	28.1	-1.5%	8.7
COc1cccc(C(=O)N(CN2CCCC2=O)c2cc(C)on2)c1	3.2%	56.4	-1.5%	2.4
N#Cc1ccc(CSc2nnc(NC(=O)C3CC(=O)N(c4ccc5c(c4)OCCO5)C3)s2)cc1 (centres undefined)	x	-4.8	0.5%	7.2

# Further records
# Assay codes – A = ALOX15B inhib; B = PNC inhibitor; C = 12-hLO inh; D = IMPase cell inh
CN(C)S(=O)(=O)Oc1cccc(C(=O)Nc2ccccc2Cl)c1
  A: -2.1%	B: 14.6	C: -13.7%	D: -2.4

CCc1cccc(OCCCCN(CC)CC)c1
  A: 6.0%	B: -27.9	C: 3.2%	D: 4.2

COc1cc(C(=O)NCC(c2cccnc2)N2CCN(c3ccccc3)CC2)cc(OC)c1OC (centres undefined)
  A: 0.0%	B: -16.9	C: -2.3%	D: 1.5

CC1=N/C(=C\c2ccc(OC(C)C)cc2)C(=O)N1c1ccc(C(=O)O)cc1
  A: x	B: -1.6	C: 1.7%	D: x

O=c1[nH]c(/C(=N\O)c2ccccc2)no1
  A: 1.0%	B: u	C: -12.4%	D: 28.3

O=C1CN(C(=O)c2cc(Br)c(Br)s2)c2ccccc2N1
  A: -1.4%	B: 42.5	C: -1.6%	D: 7.0

CCCC(C)NC(C)C(=O)NC1CCCC1 (centres undefined)
  A: x	B: -18.8	C: 0.0%	D: -3.8

COC(=O)c1ccccc1NC(=O)CSc1nccn1C
  A: 2.2%	B: 22.7	C: 0.4%	D: 3.2

O=C1CCCCC1c1cccc2ccccc12 (centres undefined)
  A: x	B: -10.8	C: -4.0%	D: x

Cc1ccc2c(c1)c1c(n2C)C(C(N)=O)CCC1 (centres undefined)
  A: 0.0%	B: u	C: -2.8%	D: -3.1

Cc1ccc(S(=O)(=O)C(C#N)c2nc3ccccc3nc2OC(C)C)cc1 (centres undefined)
  A: -9.9%	B: 23.5	C: -2.5%	D: -10.2

O=C(COC(=O)c1cncc(Br)c1)NCCC1=CCCCC1
  A: -3.6%	B: u	C: -8.3%	D: -3.9

Cc1cc(C)c(C#N)c(SCc2ccccc2)n1
  A: x	B: 25.0	C: -1.0%	D: -2.0

Cc1ccnc(NC(=O)Nc2ccc3c(c2)N(C)C(=O)CS3)c1
  A: x	B: u	C: 1.3%	D: x

Cc1cccc(-n2cc(-c3ccccc3)c3c(NN4CCOCC4)ncnc32)c1
  A: x	B: 11.3	C: -4.6%	D: x

CCOc1c(Br)cc(/C=C2\C(=O)N(CCC#N)N=C2C)cc1OC
  A: x	B: 4.2	C: -9.6%	D: -8.8

O=C(CSc1nc2ccccc2n1CC(=O)N1CCCC1)N1CCN(C(=O)c2ccco2)CC1
  A: x	B: -2.3	C: 1.0%	D: -21.1[1.84 µM]

Cc1cc(/C=C2/SC(=O)NC2=O)c(C)n1-c1ccc(N2CCOCC2)cc1
  A: x	B: u	C: -1.4%	D: x

Cc1cc(C)nc(/N=C(\N)Nc2ccc(C)c([N+](=O)[O-])c2)n1
  A: 32.1%[activator]	B: 105.4	C: 7.0%	D: 5.5

COc1ccccc1NC(=O)N(Cc1ccccc1)c1ccccn1
  A: -0.8%	B: 55.8	C: -7.7%	D: -4.5

O=C(O)/C=C/c1nc(-c2ccccc2)n2ccccc12
  A: x	B: -22.8	C: -17.0%	D: 13.9

Oc1ccc(Cl)cc1C1=Nc2ccccc2N=C(c2ccco2)C1
  A: x	B: -100.0*	C: 1.4%	D: 8.0

Cc1cc(=O)n2[nH]c(-c3ccc(C(C)(C)C)cc3)cc2n1
  A: -6.8%	B: 33.8	C: 3.3%	D: 14.7

COc1cc(C2NC(=O)CS2)cc(OC)c1OC (centres undefined)
  A: x	B: 13.5	C: 2.2%	D: x

CSc1nc(-c2ccco2)nn1C(=O)c1ccc(Cl)cc1
  A: -8.9%	B: 40.5	C: 5.0%	D: -1.3

# Exported with two lines to a compound: entries from further up
# Every second line gives: ALOX15B inhib	PNC inhibitor	12-hLO inh	IMPase cell inh
N#Cc1ccc(CSc2nnc(NC(=O)C3CC(=O)N(c4ccc5c(c4)OCCO5)C3)s2)cc1 (centres undefined)
    x	-4.8	0.5%	7.2
CCCN(CC1CC1)C(=O)CSc1nnc(-c2cc(-c3cccs3)nc3ccccc23)o1
    0.3%	28.3	2.8%	5.1
COc1ccc(N=C2S/C(=C\c3ccco3)C(=O)N2CC(C)C)cc1
    -14.6%	-18.5	-3.4%	-5.6

# The list goes on.
# Assay codes – A = ALOX15B inhib; B = PNC inhibitor; C = 12-hLO inh; D = IMPase cell inh
C=CCN1CCc2cc(O)c(O)cc2[C@H](c2ccccc2)C1
  A: -11.9%&-16.6%	B: x	C: -0.5%&-6.9%	D: 8.5&7.4

COC(=O)c1cn(CC(=O)NCc2cccs2)c2ccccc12
  A: -0.8%	B: 9.8	C: -1.1%	D: -0.9

CCn1c(=O)c2cc(C(=O)Nc3cc(C)on3)sc2c2ccccc21
  A: -21.9%	B: u	C: 1.2%	D: -0.6

CCN(CC(=O)Nc1ccc2c(c1)OCCO2)S(=O)(=O)c1ccc(C)cc1
  A: -9.7%	B: u	C: -3.7%	D: -6.3

Cc1[nH]nc2c1/C(=N/O)CC(c1ccccc1)C2 (centres undefined)
  A: 15.9%	B: 36.5	C: -0.3%	D: 6.0

Cc1cc(C)c(S(=O)(=O)N2CCN(CCO)CC2)c(C)c1
  A: 3.1%	B: 0.0	C: 11.0%	D: 0.4

COc1ccc(-c2ccc(CCC(=O)O)n2NC(=O)c2cccs2)cc1
  A: x	B: -21.0	C: -9.8%	D: 9.4

COc1ccc(C(=O)Nc2cccc(C(C)=O)c2)cc1OC
  A: -1.2%	B: -5.2	C: -2.7%	D: -4.0

COc1ccc(C(=O)N2CCC3(CCN(Cc4cc(C(F)(F)F)cc(C(F)(F)F)c4)CC3)CC2)cc1
  A: 44.9%[activator]	B: x	C: 2.1%	D: x

CCC(C)c1ccc(O)c(NC(=O)c2cccnc2)c1 (centres undefined)
  A: 2.9%	B: -11.2	C: 3.3%	D: 0.5

CN1CCc2c(sc(N)c2C(N)=O)C1
  A: 46.2%[activator]	B: 3.0	C: -0.2%	D: 2.0

# High-throughput results as filed in PubChem.
